CAL PDZ FP-1 = inhibitors of human CAL PDZ peptide binding. Q9HD26. purified CAL PDZ, TMR-peptide fluorescence polarization, 1 h. inhibition, % at 24.9 µM. hit rate 0.92% among 300,000. AID 602252;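 active = mean inhibition of at least 30% with at least half of replicates also reaching 30%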;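 note: 0% = DMSO neutral control and 100% = excess unlabeled competitor peptide PRC23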
SR-BI HDL uptake = inhibitors of mouse SR-BI mediated HDL lipid uptake; AID 488896; inhibition, % at 12.5 µM; ldlA[mSR-BI] CHO cells, DiI-HDL uptake fluorescence, 3 h; Q61009; hit rate 0.96% among 320,000;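 active = mean replicate inhibition of at least 70% and a set share of replicates each scoring 70 or more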;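 note: 0% = median of neutral control wells and 100% = median of positive control wells; values of inactives mirror those of a sister screen read the other way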
NSD2 inh = blocks human histone methyltransferase NSD2; O96028; NSD2 peptide methylation, AlphaScreen, 120 min; inhibition, % at 12.5 µM; hit rate 0.54% among 310,000; AID 743445; in the data active = inhibition above about 50%
CAL PDZ FP-2 = blocks peptide binding to human CAL PDZ domain. AID 504414. purified CAL PDZ, TMR-peptide fluorescence polarization, 1 h. inhibition, % at 20 µM. hit rate 0.02% among 330,000. Q9HD26;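 active = highest replicate inhibition of at least 40%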;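 note: plate controls were DMSO neutral control wells for no effect and unlabeled competitor peptide control wells for full effect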
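System: tagged CAL PDZ domain. Schedule: 1 h room-temperature incubation prior to read. Signal: fluorescence polarization (mP). Measure: percent inhibition from loss of millipolarization.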
MITF act = activators of MITF-driven TRPM1 promoter activity in SK-MEL-5 cells. SK-MEL-5 TRPM1-promoter luciferase, 24 h; % of positive control, neutral wells = 0. activation, % at 12.5 µM. hit rate 0.75% among 300,000. AID 588334;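 active = mean activation of at least 80% with every replicate also reaching 80%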;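 note: 0% = neutral control wells and 100% = parthenolide positive control wells; values of inactives mirror those of a sister screen read the other way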
Rtt109 Vps75 = blocks Candida albicans Rtt109/Vps75 acetyltransferase activity | Q5AAJ8 | purified Rtt109/Vps75, ThioGlo CoA-SH fluorescence, 4 h | inhibition, % at 34.9 µM | hit rate 0.16% among 330,000;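 active = inhibition of at least 50% in every replicate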
PvdQ acylase = P. aeruginosa PvdQ acylase inhibition. purified PvdQ acylase, fluorescence plate reader. inhibition, % at 10 µM. hit rate 0.063% among 340,000; in the data active = inhibition above about 30%, passing the limit was not always enough;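 note: 0% = vehicle neutral wells and 100% = reference inhibitor wells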
dFosB act = enhances mouse delta FosB homodimer DNA binding; P13346; purified delta FosB, TAMRA-CDK5 oligo fluorescence polarization; percent of positive-control signal above neutral wells; activation, % at 25 µM; hit rate 0.99% among 340,000;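 active = mean activation above about 17%, with every replicate also reaching it, limit read from the data, passing the limit was not always enough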;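 note: fluorescence polarization rise as delta FosB binds a TAMRA Cdk5 AP-1 oligo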
SR-BI uptake up = enhances SR-BI lipid uptake from DiI-HDL; CHO ldlA[mSR-BI] cells, DiI-HDL uptake fluorescence, 3 h; 100 = double the neutral-control signal; activation, % at 12.5 µM; hit rate 0.096% among 320,000;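 active = mean replicate activation of at least 60% and every replicate at or above 60%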;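 note: 0% = median plate neutral-control signal and 100% = twice that signal; values of inactives mirror those of a sister screen read the other way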
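System: LDL receptor-deficient CHO ldlA cells overexpressing murine SR-BI | Timing: 3 h uptake period with compound, 37 °C | Medium: HEPES-buffered (25 mM, pH 7.4) F12 plus 0.5% BSA | Dosing: Single-point compound dose | Signal: Bottom-read fluorescence, 550/595 nm | Read-out: Retained DiI signal reflecting DiI-HDL uptake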
PfHsp90 yeast 2 = reduces growth (ATP signal) of yeast expressing P. falciparum Hsp90 | S. cerevisiae expressing PfHsp90, BacTiter-Glo ATP, 48 h; yeast lacking PDR1 and PDR3 efflux regulators | inhibition, % at 9.4 µM | hit rate 0.32% among 310,000 | AID 504621;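 active = every replicate shows inhibition above about 80%, whatever the replicate mean, limit read from the data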;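 note: 0% = DMSO neutral controls and 100% = 20 µM radicicol positive controls; yeast relying on Plasmodium falciparum Hsp90 in place of its own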
* = called active by the depositor; . = not tested or not shown.

CAL PDZ FP-1	SR-BI HDL uptake	NSD2 inh	CAL PDZ FP-2	MITF act	Rtt109 Vps75	PvdQ acylase	dFosB act	SR-BI uptake up	PfHsp90 yeast 2	structure
-1	-13	-1	1.5	1	8	0	0	13	-2	COc1ccc(-c2[nH]ncc2CN2CCC(OCc3ccccn3)CC2)c(F)c1
-3	-22	-6	0.8	-1	1	-8	-5	22	5	CC1(C)CC(=O)N(c2ccc(Cl)c(Cl)c2)C(=O)C1
.	-1	.	-1.8	-13	9	-5	-5	1	5	COc1ccc(Cl)cc1NC(=O)Cn1c(=O)n2nc(C)nc2c2ccccc21
-2	-1	-2	-1.8	1	-5	-7	-8	1	14	COc1ccccc1NC(=O)CSc1nnnn1-c1ccc(C)cc1
-1	45	19	-2.7	-2	0	-6	0	-45	-43	O=C(/C=C\c1cn(-c2ccccc2)nc1-c1ccccc1)Nc1nccs1
-6	-19	13	0.4	1	4	-3	18*	19	-18	O=C(NCc1ccc2c(c1)OCO2)C1CCN(c2nccc(C(F)(F)F)n2)CC1
-11	-7	-1	-2.2	0	-2	-6	1	7	18	O=C(COC(=O)c1cccs1)Nc1ccccc1Cl
1	-12	17	-0.7	9	21	8	-5	12	-18	Cc1ccc(/C=C2\C(=O)Nc3ccccc32)o1
2	2	33	-2.1	3	7	-9	-16	-2	-3	CCc1nc2c(cnn2-c2ccc(Cl)cc2)c(=O)n1-c1ccc(OC)cc1
3	-31	2	1.3	31	9	9	-7	31	5	COc1ccc(-c2cc3c(=O)n(CC(=O)N4CCCCC4)ncn3n2)cc1
-1	17	-6	-1.7	-2	-3	-3	2	-17	-7	O=C(COc1ccccc1F)NCC(c1ccco1)N1CCCC1 (stereo unspecified)
2	6	1	-3.1	-10	8	-10	1	-6	17	Cc1[nH]c2ccc(F)cc2c1CCN(Cc1cccnc1)C(=S)Nc1ccc(F)cc1
-4	0	21	-2.8	-6	6	-4	5	0	6	Cc1ccc(S(=O)(=O)N2CC(O)CC2C(=O)Nc2ccc3c(c2)CCC3)cc1 (stereo unspecified)
-1	-9	.	-0.5	-3	1	-5	-2	9	12	O=C1CCc2cc(Br)ccc2O1
-1	-2	2	-0.7	-3	5	-8	-2	2	11	COc1ccccc1C(=O)N1CCC(N2CCN(c3ccccc3OC)CC2)CC1
6	12	-2	-0.7	0	1	-15	1	-12	5	Cc1nc(C(C)N(C)Cc2nc(-c3ccc4c(c3)OCO4)no2)c(C)s1 (stereo unspecified)
.	1	-2	0.3	.	9	-8	-7	-1	-5	CC(=O)Oc1cccc(N2C(=O)c3ccc(C(=O)Nc4cccnc4)cc3C2=O)c1
-5	3	5	-5.1	-7	-3	-30	-13	-3	.	COC(=O)C1=C(O)/C(=C\c2ccc(CNC(=O)C(=O)Nc3ccc(C)cc3)o2)N=C1C
-2	.	-1	-2.0	8	-6	-3	6	.	15	COc1ccccc1C(=O)C1CCCN(C(=O)C2CCCC2)C1 (stereo unspecified)
0	-18	-6	-0.6	-4	0	-14	-4	18	-21	O=C(CSc1nnc(Cc2ccccc2)n1-c1cccc(Cl)c1)N1CCOCC1
14	-28	0	-0.7	-8	2	-11	6	28	-16	COc1ccc(S(=O)(=O)N2CCC(C(=O)NCC3CCCO3)CC2)cc1OC (stereo unspecified)
-2	8	1	-2.1	-4	14	-13	-9	-8	18	Cc1ccc(C(=O)OCC(=O)NCCc2ccccc2)cc1S(=O)(=O)N1CCOCC1
-2	-5	.	-1.6	15	-2	-3	15	5	-3	COC(=O)c1ccc(C23CC4(C2)[C@H](CN(Cc2ccc(C(F)(F)F)cc2)[C@@H]4c2ccccc2)C3c2ccccc2)cc1 (stereo partly specified)
10	-16	-3	-0.8	0	1	-5	3	16	19	CCc1ccc(C(=O)NCc2ccc(Cl)cc2Cl)cc1
-4	-14	.	-0.1	-6	8	-1	-4	14	0	O=C(Cc1ccccc1)N(c1ccccc1)c1ccccc1

Arranged by formula weight (lowest first): part of the list above
CAL PDZ FP-1	SR-BI HDL uptake	NSD2 inh	CAL PDZ FP-2	MITF act	Rtt109 Vps75	PvdQ acylase	dFosB act	SR-BI uptake up	PfHsp90 yeast 2	structure
-11	-7	-1	-2.2	0	-2	-6	1	7	18	O=C(COC(=O)c1cccs1)Nc1ccccc1Cl
-1	17	-6	-1.7	-2	-3	-3	2	-17	-7	O=C(COc1ccccc1F)NCC(c1ccco1)N1CCCC1 (stereo unspecified)
3	-31	2	1.3	31	9	9	-7	31	5	COc1ccc(-c2cc3c(=O)n(CC(=O)N4CCCCC4)ncn3n2)cc1
-1	45	19	-2.7	-2	0	-6	0	-45	-43	O=C(/C=C\c1cn(-c2ccccc2)nc1-c1ccccc1)Nc1nccs1
2	2	33	-2.1	3	7	-9	-16	-2	-3	CCc1nc2c(cnn2-c2ccc(Cl)cc2)c(=O)n1-c1ccc(OC)cc1
.	-1	.	-1.8	-13	9	-5	-5	1	5	COc1ccc(Cl)cc1NC(=O)Cn1c(=O)n2nc(C)nc2c2ccccc21
-4	0	21	-2.8	-6	6	-4	5	0	6	Cc1ccc(S(=O)(=O)N2CC(O)CC2C(=O)Nc2ccc3c(c2)CCC3)cc1 (stereo unspecified)
-6	-19	13	0.4	1	4	-3	18*	19	-18	O=C(NCc1ccc2c(c1)OCO2)C1CCN(c2nccc(C(F)(F)F)n2)CC1
-1	-2	2	-0.7	-3	5	-8	-2	2	11	COc1ccccc1C(=O)N1CCC(N2CCN(c3ccccc3OC)CC2)CC1
-5	3	5	-5.1	-7	-3	-30	-13	-3	.	COC(=O)C1=C(O)/C(=C\c2ccc(CNC(=O)C(=O)Nc3ccc(C)cc3)o2)N=C1C
0	-18	-6	-0.6	-4	0	-14	-4	18	-21	O=C(CSc1nnc(Cc2ccccc2)n1-c1cccc(Cl)c1)N1CCOCC1

Reformatted: two of the compounds above.
Cc1[nH]c2ccc(F)cc2c1CCN(Cc1cccnc1)C(=S)Nc1ccc(F)cc1
  CAL PDZ FP-1 = 2
  SR-BI HDL uptake = 6
  NSD2 inh = 1
  CAL PDZ FP-2 = -3.1
  MITF act = -10
  Rtt109 Vps75 = 8
  PvdQ acylase = -10
  dFosB act = 1
  SR-BI uptake up = -6
  PfHsp90 yeast 2 = 17
O=C(COc1ccccc1F)NCC(c1ccco1)N1CCCC1 (stereo unspecified)
  CAL PDZ FP-1 = -1
  SR-BI HDL uptake = 17
  NSD2 inh = -6
  CAL PDZ FP-2 = -1.7
  MITF act = -2
  Rtt109 Vps75 = -3
  PvdQ acylase = -3
  dFosB act = 2
  SR-BI uptake up = -17
  PfHsp90 yeast 2 = -7

Screening results deposited in PubChem by Broad Institute.
